# Source: PubChem
# MLLE-PAM2 inh: inhibitors of PABP1 MLLE–PAM2 peptide binding, primary screen, biochemical, fluorescence polarization, FITC-PAM2, GST-MLLE. Polyadenylate-binding protein 1 (Homo sapiens), P11940. inhibition, % at 20 µM. 360,000 tested, 0.36% active. AID 588489, 2011; in the data active = inhibition above about 35%, passing the limit was not always enough;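 note: plate controls were DMSO wells with GST-MLLE for no effect and wells lacking GST-MLLE protein for full effect; some results filed as inactive read as strong as hits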
# bovine MsrA act: bovine MsrA enzyme activators, primary screen, biochemical, absorbance, HTS. Methionine sulfoxide reductase A (Bos taurus). purified bovine MsrA, absorbance read-out. activation, % at 10.6 µM. 360,000 tested, 0.3% active; in the data active = activation above about 7.5%;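 note: 0% = vehicle and 100% = reference activator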
# SKN-1 inh: suppressors of acrylamide-induced Pgst-4::GFP reporter in worms, primary screen, SKN-1 inhibitor project, whole organism, uHTS, GFP/RFP fluorescence ratio, strain VP596 | C. elegans VP596 Pgst-4::GFP/RFP ratio, 24 h | inhibition, % at 21.8 µM | 360,000 tested, 0.49% active;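 active = interference check ratio from 0.5 to 1.5 plus GFP to RFP signal ratio inhibition reaching or exceeding a fixed threshold, cut at about 30% in these data, passing the limit was not always enough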; note: some compounds called inactive have numbers as strong as hits
# Rin1-Abl PPI inh: inhibitors of Rin1-Abl protein binding, primary screen, biochemical, TR-FRET. Tyrosine-protein kinase ABL1 (Homo sapiens) + Ras and Rab interactor 1 (Homo sapiens), …. 360,000 tested, 0.4% active. inhibition, % at 7.35 µM; in the data active = inhibition above about 5%, passing the limit was not always enough
# MT1-MMP act inh: blockers of MT1-MMP proenzyme processing, primary screen, HT1080 RFP-PRO-GFP cells, GFP/RFP fluorescence; Matrix metalloproteinase-14 (Homo sapiens), P50281; GFP/RFP ratio fluorescence, overnight; percent of plate control window, DMSO zero; GFP/RFP ratio change, % at 20 µM; 360,000 tested, 0.061% active; AID 651647, 2012;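 active = GFP/RFP ratio change of at least 30% with cell ATP level not reduced by more than half and red fluorescence within 50% of control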; note: strong numbers were not always called active
#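 Assay system – RFP-PRO-GFP reporter HT1080 cells · Compound dosing – single dose of 20 µM compound, 1% DMSO final · Incubation – overnight compound exposure at 37 °C · Measure – GFP/RFP fluorescence ratio · Benchmarks – DMSO wells and RFP-L50D-GFP cells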
# CendR NRP1 mod: modulators of CendR peptide binding to NRP-1, primary screen, biochemical, fluorescence polarization, uHTS; 360,000 tested, 0.85% active; FAM-RPARPAR peptide binding to NRP-1; inhibition, % at 25 µM; Neuropilin-1 (Homo sapiens), O14786;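 active = inhibition or corrected inhibition above about 18%, plus a signal ratio from 0.5 to 1.5, limit read from the data, passing the limit was not always enough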; note: strong numbers were not always called active
# Target sequence (O14786 whole entry, looked up): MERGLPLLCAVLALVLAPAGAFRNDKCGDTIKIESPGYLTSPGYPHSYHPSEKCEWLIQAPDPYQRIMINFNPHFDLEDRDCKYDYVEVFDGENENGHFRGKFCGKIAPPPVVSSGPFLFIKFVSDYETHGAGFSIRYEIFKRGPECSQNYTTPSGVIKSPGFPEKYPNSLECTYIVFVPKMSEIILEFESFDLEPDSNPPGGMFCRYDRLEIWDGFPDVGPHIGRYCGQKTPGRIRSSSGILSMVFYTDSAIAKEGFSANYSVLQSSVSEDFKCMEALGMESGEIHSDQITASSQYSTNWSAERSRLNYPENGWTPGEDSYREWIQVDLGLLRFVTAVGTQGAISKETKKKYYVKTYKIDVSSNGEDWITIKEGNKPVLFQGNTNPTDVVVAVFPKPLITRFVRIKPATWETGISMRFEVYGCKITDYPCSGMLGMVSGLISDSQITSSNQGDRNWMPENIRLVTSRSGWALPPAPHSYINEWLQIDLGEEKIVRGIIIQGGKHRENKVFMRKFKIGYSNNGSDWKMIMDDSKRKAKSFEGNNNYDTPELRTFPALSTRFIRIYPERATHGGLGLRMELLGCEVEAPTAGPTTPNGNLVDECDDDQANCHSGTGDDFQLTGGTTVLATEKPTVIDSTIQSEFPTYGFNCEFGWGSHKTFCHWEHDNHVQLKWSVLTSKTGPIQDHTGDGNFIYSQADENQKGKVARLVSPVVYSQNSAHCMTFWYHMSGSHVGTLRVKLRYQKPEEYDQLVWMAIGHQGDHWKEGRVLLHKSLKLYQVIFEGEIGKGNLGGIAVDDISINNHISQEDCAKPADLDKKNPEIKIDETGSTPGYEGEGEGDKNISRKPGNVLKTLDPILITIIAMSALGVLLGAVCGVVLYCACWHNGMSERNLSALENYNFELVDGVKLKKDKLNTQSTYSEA
# eLon inh: inhibitors of E. coli Lon protease, primary screen, biochemical, fluorescence polarization; purified E. coli Lon protease; inhibition, % at 7.94 µM; 360,000 tested, 0.42% active; AID 602123, 2011; in the data active = inhibition above about 13%, passing the limit was not always enough;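 note: 0% = enzyme with probe and DMSO and 100% = no enzyme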
# Neddylation inh: inhibitors of cullin neddylation, primary screen, biochemical, TR-FRET, uHTS, NAE and Ubc12; 360,000 tested, 0.58% active; AID 651699, 2012; NEDD8-conjugating enzyme Ubc12 (Homo sapiens) + NEDD8-activating enzyme E1 regulatory …; calls only at 25 µM; in the data active = inhibition above about 36%
# FAS TE block: FAS thioesterase domain inhibitors, primary screen, biochemical, fluorescence intensity, uHTS | Fatty acid synthase (Homo sapiens), P49327 | recombinant FAS-TE, OMFH fluorogenic substrate, fluorescence endpoint | inhibition, % at 15 µM | 360,000 tested, 0.67% active | AID 602261, 2012;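 active = compounds whose normalised, plate-corrected inhibition of enzyme fluorescence in the single-dose primary screen is 50% or more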;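 note: 0% = DMSO with enzyme and 100% = substrate without enzyme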
# An asterisk follows results filed as active; i = inactive; · = not tested or not shown; & = joins results of further samples.
# Start of the data: the first 2 compounds, to show the layout:
# Value order: MLLE-PAM2 inh	bovine MsrA act	SKN-1 inh	Rin1-Abl PPI inh	MT1-MMP act inh	CendR NRP1 mod	eLon inh	Neddylation inh	FAS TE block
COc1ccc(CCNC(=O)Nc2nc(C(N)Cc3ccccc3)cs2)cc1OC (configuration not stated)
  0	-3	5	3	-7	0	-11	i	-7
CCOc1ccc2nc(C)cc(Nc3cccc([N+](=O)[O-])c3)c2c1
  -1	-1	-3	-9	-1	9	7	i	-2

# The listing, from the start:
# Value order: MLLE-PAM2 inh	bovine MsrA act	SKN-1 inh	Rin1-Abl PPI inh	MT1-MMP act inh	CendR NRP1 mod	eLon inh	Neddylation inh	FAS TE block
COc1ccc(CCNC(=O)Nc2nc(C(N)Cc3ccccc3)cs2)cc1OC (configuration not stated)
  0	-3	5	3	-7	0	-11	i	-7
CCOc1ccc2nc(C)cc(Nc3cccc([N+](=O)[O-])c3)c2c1
  -1	-1	-3	-9	-1	9	7	i	-2
C=C(C)CSc1nnc(-c2cccc(Cl)c2)n1N
  -77	-3	3	-1	6	-10	2	i	-10
Cc1ccc(C)c(N2CCN(C(=O)C3CCCN(S(=O)(=O)c4c(C)[nH]c(=O)[nH]c4=O)C3)CC2)c1 (configuration not stated)
  -6	-4	11	1	-1	2	-2	i	-2
O=C(Nc1ccccc1Cl)Nc1ccnn1C1CCN(C(=O)c2cscn2)CC1
  -4	-9	-12	3	-2	2	-2	i	-5
CCCCCCCCN1[C@@H](CC(=O)OCC)c2ccc(C(F)(F)F)cc2S1(=O)=O
  7	-1	5	1	4	3	-11	i	34
Cc1ccccc1NC(=O)Cc1nc(COC(=O)COc2ccccc2C(C)C)cs1
  9	-4	-4	3	0	0	7	i	22
CCCc1nnc(NC(=O)CN2CCN(C)CC2)s1
  -10	-8	3	3	3	-2	-11	i	-10
CCc1c(O)nc(SCc2ccccc2)n(C(C)CC)c1=O (configuration not stated)
  16	-2	-11	0	-6	-4	-4	i	-4
COC(=O)[C@@]12C[C@@H](CC(=O)NCCCCc3ccccc3)C(=O)N(CCc3ccc(OC)c(OC)c3)C1=CCC(C)(C)C2
  ·	·	1	·	-12	6	·	i	·
Cc1noc(NC(=O)c2ccc(Cl)cc2)c1Cl
  -10	0	13	-3	4	14	-8	i	-3
COc1ccc2[nH]cc(CCNC(=S)NCCc3ccccc3)c2c1
  -45	0	-3	3	4	3	8	i	6
Cc1cc(C)nc(NC(=O)/C=C/c2ccc(Cl)cc2)n1
  2	-2	4	1	-2	7	-2	i	-5
CCOC(=O)c1ccc(-n2c(CN3CCC(C(N)=O)CC3)nc3ccc([N+](=O)[O-])cc3c2=O)cc1
  11	-3	-7	-1	-2	-4	-11	i	20
Cc1c(C(=O)N2CCOCC2)sc2ncnc(N3CCc4ccccc4C3)c12
  2	-1	-2	-1	2	0	5	i	-6
Cc1cccc(N2C(=O)c3cccc4c(N(C)CCO)ccc(c34)C2=O)c1
  187	-2	-10	-18	-280	126	175*	i	-142
CCc1nc2ccc(C(=O)Nc3ccc(NC(C)=O)cc3)cc2nc1CC
  -28	-4	13	-2	4	-13	12	i	-16
CCOC(=O)C1=C(C)NC(C)=C(C(=O)OCC)C1C(=O)OCC(=O)N1c2ccccc2CC1C (configuration not stated)
  29&5	0&-2	6&9	1&-3	-3&-4	6&9	-1&-6	·	12&12
CC(C)(C)CC(=O)Nc1ccc(C(N)=O)cc1
  -6	-12	-25	-1	-2	26*	-3	i	-8
CC(C)n1cnc2c(Nc3ccc(C(=O)O)cc3)nc(Cl)nc21
  12	-3	-8	1	-5	20	-3	i	-9

# Shown as labelled records: entries from further up.
> Cc1ccccc1NC(=O)Cc1nc(COC(=O)COc2ccccc2C(C)C)cs1
  MLLE-PAM2 inh = 9	bovine MsrA act = -4	SKN-1 inh = -4	Rin1-Abl PPI inh = 3	MT1-MMP act inh = 0	CendR NRP1 mod = 0	eLon inh = 7	Neddylation inh = i	FAS TE block = 22
> CCCc1nnc(NC(=O)CN2CCN(C)CC2)s1
  MLLE-PAM2 inh = -10	bovine MsrA act = -8	SKN-1 inh = 3	Rin1-Abl PPI inh = 3	MT1-MMP act inh = 3	CendR NRP1 mod = -2	eLon inh = -11	Neddylation inh = i	FAS TE block = -10

# (listing goes on)
# Value order: MLLE-PAM2 inh	bovine MsrA act	SKN-1 inh	Rin1-Abl PPI inh	MT1-MMP act inh	CendR NRP1 mod	eLon inh	Neddylation inh	FAS TE block
COc1ccc(C2CC(c3ccccc3)=NN2C(=O)CN2CCN(Cc3ccccc3)CC2)cc1 (configuration not stated)
  6	-5	-23	2	5	1	-2	i	15
Cc1nn(Cc2ccccc2)c(Cl)c1/C=C/C(=O)OCC(=O)NC(C)C(C)C (configuration not stated)
  -16	-2	11	-1	3	5	-10	i	5
COc1ccc(OCC(O)CN2C(=O)c3ccccc3C2=O)cc1 (configuration not stated)
  17	-2	-9	0	1	15	-3	i	-4
CCOc1cc(C(=O)N2CCCC2)cc(OCC)c1OCC
  8	-11	-17	0	1	1	5	i	-20
Cn1c(N)c(C(=O)COC(=O)CCC2CCCCC2)c(=O)n(C)c1=O
  -3	-8	-5	3	-2	-2	-8	i	5
O=C(CN1C(=O)C2CCCN2c2ncc(Cl)cc21)NCc1ccc2c(c1)OCO2 (configuration not stated)
  -44	-3	14	-2	6	-114	-22	i	7
CC12CCC(=O)N1C(C(=O)Nc1nc(-c3ccccc3)cs1)CS2 (configuration not stated)
  0	-2	21	3	2	0	1	i	-6
CC(C)c1cc(C(=O)N2CCCC(CCC(=O)N3CCN(c4ccccn4)CC3)C2)no1 (configuration not stated)
  1	-7	-14	2	10	11	8	i	-5
Cc1onc(-c2ccccc2)c1C(=O)N/N=C/c1ccc([N+](=O)[O-])s1
  12	0	9	-1	0	-5	-10	i	-9
COc1ccc(Nc2nc3c(C)cccc3cc2C#N)c(OC)c1
  -7	-2	5	-1	3	1	1	i	-4
CC/C(=N\NC(=O)CNC(=O)/C=C/c1ccc(OC)cc1)c1ccccc1
  -8	-3	-3	-2	-2	17	6	i	2
CCOC(=O)N1CCN(C(=O)Nc2ccc3nc(-c4ccccn4)c(-c4ccccn4)nc3c2)CC1
  7	-1	-10	1	-9	4	5	·	-13
CSc1nc(=O)n(CCC#N)nc1SC
  24	1	-10	3	0	10	-8	i	0
Fc1ccc(-n2cc(CNCCc3cccnc3)c(-c3ccccc3Cl)n2)cc1
  -13	-3	4	-2	-3	-1	8	i	4
COc1ccc(OC)c(CNc2ncc(-c3cccc([N+](=O)[O-])c3)n2C)c1
  -1	-1	5	-2	0	0	17	i	6
O=S(=O)(c1ccccc1)N1CCC(O)(CSc2ccccc2)CC1
  6	-10	-4	0	-1	6	3	i	-4
O=C(CSc1nnc(CNC(=O)c2ccccc2F)o1)c1ccccc1
  1	-9	-12	-1	-14	2	0	i	-5
O=C(Cn1cnc2ccccc21)N/N=C/C(Br)=C/c1ccccc1
  -8	-3	2	-2	0	-3	-8	i	-18
Cn1cc([N+](=O)[O-])c(C(=O)Nc2ccc(Br)cn2)n1
  -2	-3	10	2	-10	4	-4	i	2
C=CCOc1ccc(/C=C2\SC(=Nc3cccnc3)NC2=O)cc1
  -31	-4	10	5	-23	-116	-59	i	-14
CCCCc1ccccc1NC(=S)NC1CCCC1
  -4	-1	12	0	0	9	4	i	1
O=C(Nc1cccc(Cl)c1)Nc1sccc1-c1nc2ccccc2s1
  -100	-4	8	-1	4	-38	-13	·	36
O=C(Nc1cccc2ccccc12)N1CCCN(c2c(Cl)cncc2Cl)CC1
  -2	-6	7	-1	-8	6	5	i	20
Cc1nn(C)c(C)c1S(=O)(=O)N(CC(=O)N1CCc2ccccc21)c1ccc(C(C)C)cc1
  -16	-2	-3	-4	-2	-4	3	i	5
Cc1cc2ncn(C(=O)c3ccc4c(c3)OCO4)c2cc1C
  -4	-3	1	-2	0	-1	-11	i	-8
COC(=O)c1cc(C(=O)OCC(=O)NCc2ccc3c(c2)OCO3)cc([N+](=O)[O-])c1
  4	-4	-6	-4	2	-2	-9	i	32
CC1CC(C)CN(c2nc3c(c(=O)n(C)c(=O)n3C)n2CCSc2nc3ccccc3o2)C1 (configuration not stated)
  -1	3	1	0	-7	-15	-12	i	11
COc1ccc(OC)c(CN2C(=O)c3ccccc3C2c2nnnn2-c2c(C)cccc2C)c1 (configuration not stated)
  ·	-3	1	·	1	14	0	i	18
COc1nccc(C(F)(F)F)c1C(=O)NC(=O)Nc1ccccc1
  -11	9.5*	7	1	-1	3	-3	i	1
CN(C)S(=O)(=O)N1CCc2ccccc2C1
  4	-2	2	-3	1	1	8	i	-5

# Retrieved by compound from above (4):
# Value order: MLLE-PAM2 inh	bovine MsrA act	SKN-1 inh	Rin1-Abl PPI inh	MT1-MMP act inh	CendR NRP1 mod	eLon inh	Neddylation inh	FAS TE block
COc1ccc(C2CC(c3ccccc3)=NN2C(=O)CN2CCN(Cc3ccccc3)CC2)cc1 (configuration not stated)
  6	-5	-23	2	5	1	-2	i	15
Cc1noc(NC(=O)c2ccc(Cl)cc2)c1Cl
  -10	0	13	-3	4	14	-8	i	-3
Cc1onc(-c2ccccc2)c1C(=O)N/N=C/c1ccc([N+](=O)[O-])s1
  12	0	9	-1	0	-5	-10	i	-9
CCOc1ccc2nc(C)cc(Nc3cccc([N+](=O)[O-])c3)c2c1
  -1	-1	-3	-9	-1	9	7	i	-2

# Going on with the list.
# Value order: MLLE-PAM2 inh	bovine MsrA act	SKN-1 inh	Rin1-Abl PPI inh	MT1-MMP act inh	CendR NRP1 mod	eLon inh	Neddylation inh	FAS TE block
O=C(CN1C(=O)NC2(CCCCCC2)C1=O)Nc1ccc2c(c1)CCC2
  7	-3	4	-1	6	5	3	i	-4
Cc1cc(Br)cn2c(Cc3ccsc3)c(-c3cccc(Cl)c3)nc12
  0	-2	9	-14	-2	-6	-5	i	17
CCCC(=O)N1CCC(O)(c2cccc(F)c2)CC1
  2	-2	-6	3	12	5	-6	i	-4
CC(C)N(C(=O)Cn1cc(SCC(N)=O)c2ccccc21)C(C)C
  -5	0	-1	-6	-3	10	-7	i	-2
CCOC(=O)CSc1nc2cc(C(=O)NCC3CCCO3)ccc2c(=O)n1Cc1ccco1 (configuration not stated)
  27	-2	14	-5	-3	-2	-1	i	0
COc1ccccc1Cn1c(=O)oc2ccccc21
  3	-4	13	-7	2	0	-2	i	-5
Cc1nn(C)c(C)c1NC(=O)CN1CCC(O)(c2ccc3c(c2)OCO3)CC1
  4	-2	9	0	1	-3	-19	i	-10
O=S(=O)(Nc1ccc(F)cc1)c1ccc(NS(=O)(=O)c2cccs2)cc1
  -18	-1	-6	2	0	-8	-16	i	-3
Cc1ccc(N(C)S(=O)(=O)c2cccc(C(=O)NNC(=O)c3ccncc3)c2)cc1
  6	-12	19	-1	4	-1	6	i	-5

# No enrichment for hits. About 4% of those tested had a hit in this group.
